# GDH-TPI inh: GDH-TPI coupling enzyme inhibitors, primary screen, artefact control for M. tuberculosis FBA inhibitor project, biochemical, absorbance, full deck; GDH-TPI coupled enzyme counterscreen, NADH absorbance; inhibition, % at 4.8 µM; 360,000 compounds, 1.2% hits; AID 588335, 2011; in the data active = inhibition above about 30%;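 also: 0% = DMSO wells and 100% = wells lacking the enzyme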
# Mtb UGM inh: M. tuberculosis UGM enzyme inhibitors, primary screen, biochemical, fluorescence polarization, single point; 320,000 compounds, 0.06% hits; purified UGM, fluorescence polarization probe displacement; inhibition, % at 10 µM; UDP-galactopyranose mutase (Mycobacterium tuberculosis (strain ATCC 25618 / H37Rv)), …; in the data active = inhibition above about 10%, passing the limit was not always enough; inconclusive = no clear call, values can overlap the other calls
# FadD28 binding: inhibitors of FadD28 bisubstrate probe binding, primary screen, biochemical, fluorescence polarization, single point. Mycobacterium tuberculosis FadD28 fatty-acid-AMP ligase. inhibition, % at 12.5 µM. 360,000 compounds, 0.22% hits; in the data active = inhibition above about 8.5%, passing the limit was not always enough; inconclusive = no clear call, values can overlap the other calls
# FBA Mtb inh: Mtb FBA enzyme inhibitors, primary screen, biochemical, fluorescence, strain H37Rv | Fructose-bisphosphate aldolase (Mycobacterium tuberculosis (strain ATCC 25618 / H37Rv)), … | purified M. tuberculosis FBA, fluorescence read-out | inhibition, % at 1 µM | 360,000 compounds, 2.3% hits | AID 588726, 2011; in the data active = inhibition above about 27%;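 also: 0% = vehicle and 100% = reference inhibitor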
# PfHsp40 rescue: rescue of yeast from PfHsp40 toxicity, primary screen, S. cerevisiae, ATP luminescence; S. cerevisiae expressing PfHsp40, growth rescue; growth rescue, % at 12.5 µM; 340,000 compounds, 0.68% hits; AID 504582, 2011; in the data active = growth rescue above about 28%, passing the limit was not always enough; inconclusive = no clear call, values can overlap the other calls;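 also: yeast W303a lacking pdr1 and pdr3 grown in galactose medium; growth measured after three days at 30 °C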
# BioA inh: M. tuberculosis BioA enzyme inhibitors, primary screen, biochemical, plate reader, single point, HTS; inhibition, % at 9.99 µM; purified M. tuberculosis BioA enzyme; 360,000 compounds, 0.096% hits; AID 602481, 2012; 7,8-diaminopelargonic acid synthase BioA (Mycobacterium tuberculosis); in the data active = inhibition above about 40%; inconclusive = no clear call, values can overlap the other calls
# BoNT F protease: BoNT/F light chain protease inhibitors, primary screen, biochemical, flow cytometry, MLPCN library. Botulinum neurotoxin type F light chain protease (Clostridium botulinum). Multiplex microsphere protease cleavage assay. inhibition, % at 10 µM. 360,000 compounds, 0.22% hits. AID 588497, 2011; in the data active = inhibition above about 35%, passing the limit was not always enough; inconclusive = no clear call, values can overlap the other calls; also: plate controls were buffer without enzyme for full effect and enzyme alone for no effect
# BoNT A protease: BoNT/A light chain protease inhibitors, primary screen, biochemical, flow cytometry, MLPCN library; Botulinum neurotoxin type A light chain protease (Clostridium botulinum A str. ATCC 3502); multiplex microsphere protease substrate cleavage; inhibition, % at 10 µM; 360,000 compounds, 0.17% hits; also: plate controls were buffer without enzyme for full effect and enzyme alone for no effect
# Anthrax LF inh2: Bacillus anthracis LF protease inhibitors, primary screen, biochemical, multiplex microsphere, MLPCN library | Lethal factor (Bacillus anthracis), P15917 | multiplex microsphere protease cleavage assay | inhibition, % at 10 µM | 360,000 compounds, 0.12% hits; also: plate controls were buffer without enzyme for full effect and enzyme alone for no effect
# Target sequence (P15917 whole entry, looked up): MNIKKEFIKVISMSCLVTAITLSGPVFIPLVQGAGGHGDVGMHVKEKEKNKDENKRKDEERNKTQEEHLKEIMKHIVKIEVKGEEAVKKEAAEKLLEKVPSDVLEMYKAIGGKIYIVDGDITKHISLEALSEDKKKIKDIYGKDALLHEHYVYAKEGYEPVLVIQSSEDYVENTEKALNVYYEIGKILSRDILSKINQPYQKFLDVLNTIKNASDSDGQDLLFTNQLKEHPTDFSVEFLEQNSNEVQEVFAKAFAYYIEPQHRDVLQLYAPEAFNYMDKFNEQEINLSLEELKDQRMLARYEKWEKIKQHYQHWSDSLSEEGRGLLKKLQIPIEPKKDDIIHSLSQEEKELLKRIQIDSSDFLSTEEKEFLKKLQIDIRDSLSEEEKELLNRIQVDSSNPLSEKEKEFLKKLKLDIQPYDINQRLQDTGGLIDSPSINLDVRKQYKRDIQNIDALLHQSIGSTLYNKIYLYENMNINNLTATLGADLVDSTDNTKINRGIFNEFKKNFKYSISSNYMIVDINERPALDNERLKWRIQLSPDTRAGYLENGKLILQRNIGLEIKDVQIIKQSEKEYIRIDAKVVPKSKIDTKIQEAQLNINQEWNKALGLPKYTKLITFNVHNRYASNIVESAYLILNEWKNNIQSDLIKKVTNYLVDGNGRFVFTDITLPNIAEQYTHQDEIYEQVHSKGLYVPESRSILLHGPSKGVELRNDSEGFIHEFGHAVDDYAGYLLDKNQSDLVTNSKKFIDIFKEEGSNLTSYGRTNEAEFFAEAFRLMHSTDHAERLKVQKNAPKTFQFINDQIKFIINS
# The depositor's hits bear a star; u = inconclusive; x = no result given. Rule as the data show it, unless noted: active = inhibition above about 30%; inconclusive = no clear call, values can overlap the other calls; inactive = below that.
structure	GDH-TPI inh	Mtb UGM inh	FadD28 binding	FBA Mtb inh	PfHsp40 rescue	BioA inh	BoNT F protease	BoNT A protease	Anthrax LF inh2
C=CCn1c(SCC(=O)c2cc(C)n(C(C)COC)c2C)nc2sc(C)c(C)c2c1=O (configuration not stated)	13	-1.0	-4.1	3	-0.6	-1.2	4	u	-18
CC(=O)/C(=N/Nc1ccc([N+](=O)[O-])cc1)N1CCCc2ccccc21	10	-2.8	0.1	0	-0.4	-1.7	2	-0.5	-11
CC(C)OCCCn1c(SCC(=O)N2CCc3ccccc32)nc2ccccc2c1=O	4	1.2	-0.5	3	0.4	x	-4	-0.1	-1
COc1ccc(NC(=O)Nc2nnc(CC(=O)NCc3ccccc3)s2)cc1	13	-6.6	-0.4	2	-0.8	x	0	0.1	-2
COC(=O)c1cccc(NC(=O)Cc2coc3cc(OC)ccc23)c1	0	-1.8	-3.5	-1	0.9	1.7	-5	-0.7	-5
Cc1cccc(C(=O)n2c(=S)nc3ccccn32)c1	24	0.2	-1.9	-3	0.0	-0.9	13	0.2	5
CC(=O)c1ccc(Nc2nc(C(N)c3ccccc3Cl)cs2)cc1 (configuration not stated)	29	x	-0.1	6	x	22	-11	-0.1	1
Cc1ccc(NC(=S)NC(=O)c2ccc(Br)o2)c(C)c1	3	-0.8	-3.7	0	0.0	x	0	0.3	-3
Cc1cc(C)cc(-n2ccnc2SCC(=O)Nc2ccc3c(c2)OCCO3)c1	0	-0.8	-1.7	4	3.5	0.0	6	-0.9	-6
O=C(N/N=C/C1CC=CCC1)c1ccc(O)cc1O (configuration not stated)	14	0.7	-3.5	2	-1.8	x	-1	-0.3	0
CCN(Cc1ccccc1)C(c1cc2cc(C)ccc2[nH]c1=O)c1nnnn1CCOC (configuration not stated)	8	-1.9	-2.7	5	-1.7	0.9	5	0.8	-2
CNC(=O)c1ccc(-c2sc3nc(N4CCOCC4)c4c(c3c2N)CCCC4)o1	11	1.2	2.4	14	2.6	7.3	-10	0.6	-4
C/C(=N\S(=O)(=O)c1ccc(C)cc1)Nc1cc(C(C)C)c(O)cc1C	0	0.2	-0.8	2	0.1	2.0	-3	-0.4	0
COc1ccccc1S(=O)(=O)Nc1cccc(S(=O)(=O)N2CCCC2)c1	5	0.0	-1.7	5	1.7	1.2	1	0.6	-6
O=C1NC(=O)C(=Cc2ccc(OCC(=O)N3CCOCC3)cc2)C(=O)N1	10	0.5	0.5	3	-0.6	x	-11	0.2	-1
CCN(CC)S(=O)(=O)c1ccc2c(c1)nc(CCC(=O)OCC(=O)Nc1c(F)cccc1F)n2C	-7	x	-2.5	-2	-1.1	x	-5	0.1	-2
O=C(/C=C/c1cccc([N+](=O)[O-])c1)OCC(=O)N1CCCCC1	-8	x	-2.0	1	x	-0.3	4	-0.1	2
O=C(Cc1ccccc1)NCc1ccncc1	0	1.7	-2.7	0	1.2	x	-5	-0.1	-7
CCc1nc2c(OCc3cc(Cl)cc(Cl)c3)cccn2c1N(C)C(=O)c1ccc(C)cc1	10	x	-5.3	0	x	-1.5	-4	-0.1	-5
CC(C)(O)C#Cc1ccc(C(=O)NC2CCCCC2)s1	7	0.7	-0.9	2	-0.3	x	-6	-2.2	0
COc1cc(Cl)cc(C=O)c1OCC(=O)O	4	3.8	-0.2	2	0.2	-0.1	-6	0.1	-5
CCOc1cc2[nH]c(=S)n(CCCC(=O)N3CCC4(CC3)OCCO4)c(=O)c2cc1OCC	4	-0.4	-0.8	-2	-0.7	-2.3	0	-1.1	1
COc1ccc(CN(C(=O)c2cccs2)c2nccs2)cc1OC	4	1.9	-3.1	0	0.7	0.3	-5	0.7	-1
CCOC(=O)C1OC2(CCCC2)OC1C(=O)OCC (configuration not stated)	12	x	-0.5	4	0.6	x	-2	-0.3	0
CN=c1oc2ccc(Cl)cc2cc1C(N)=O	4	1.5	0.7	12	-0.2	-1.2	-5	1.4	-8
O=C(O)CC1(CC(=O)NCc2ccc(-c3cccs3)cc2)CCCCC1	5	0.7	-2.5	0	2.4	-0.1	u	u	-7
COc1ccc(CCN2CC(C(=O)Nc3ccccc3F)CC2=O)cc1OC (configuration not stated)	3	0.2	-3.6	0	0.2	1.0	0	1.4	4
O=C(c1ccc(Cl)cc1)c1coc2ccc(O)cc12	14	-1.5	0.3	1	2.8	-0.7	-3	0.5	-2
O=C(CSc1nc2ccccc2c(=O)n1-c1ccccc1Cl)NCC1CCCO1 (configuration not stated)	6	1.4	-3.8	-1	-0.7	7.0	-7	-3.3	-4
CCN(c1ccccc1)P(=O)(Nc1ccccc1)Nc1ccccc1	5	-1.8	-1.0	1	1.8	x	-11	0.4	-7
CCOC(=O)Cc1cc(=O)n(-c2nc3ccccc3s2)[nH]1	18	2.9	u	-2	140*	-0.6	-10	-1.3	-4
NC(=O)c1ncn([C@@H]2O[C@H](CNC(=O)[C@H](N)CSCc3ccccc3)[C@@H](O)[C@H]2O)n1	-4	x	-3.1	-1	-0.8	-0.9	-6	0.1	-6
S=C(NCCN1CCOCC1)Nc1ccc(Nc2ccccc2)cc1	-1	0.7	1.1	0	-0.3	2.5	-2	-0.2	-4
O=C(Nc1cccc(C(F)(F)F)c1)C(=O)N1CCCCC1	-1	-1.3	-1.1	5	1.1	-1.7	5	-1.6	-9
Nc1c(C(=O)O)ccc2c1C(=O)c1ccccc1C2=O	-1	-0.2	2.0	-15	-0.5	x	-7	-0.2	-5
Cn1nnnc1Sc1ncnc2scc(-c3ccc(C(F)(F)F)cc3)c12	-1	1.9	-2.0	3	-1.4	0.4	-1	0.0	-1
CCCCCOc1ccc(OC(=O)c2ccncc2)cc1	4	1.2	1.3	3	74*	x	1	-0.2	2
COc1ccc(NC2=NCC(=O)N2Cc2cccs2)cc1	2	2.2	0.8	6	-0.9	0.0	-6	1.3	-2
CCN(CC(=O)Nc1ccc(Br)cc1F)CC(=O)NC1CCS(=O)(=O)C1 (configuration not stated)	-1	-1.1	-3.6	-2	-0.3	1.4	-5	0.6	-3
COCCC(=O)N1CCC(Oc2ccc(C(=O)N3CCCCC3COC)cc2)CC1 (configuration not stated)	11	-1.4	-2.1	3	-0.1	2.2	-2	0.0	5
CN(C)CCCOc1ccc(Cl)cc1Br	15	-0.1	-1.8	0	-0.5	-0.8	5	0.4	-2
CCSc1nnc(-c2ccccc2SC)o1	14	-0.4	-1.2	4	-0.9	x	-7	-0.4	-4
NC(=O)Cc1ccc(C(=O)c2ccc(F)cc2)s1	6	-1.0	-2.6	2	-0.6	x	4	-0.8	1
COc1ccc(C(=O)NCC(=O)N/N=C/c2ccco2)cc1OC	6	2.5	0.9	1	-0.8	-5.3	-5	1.6	-2
C[C@@H]1CC2(CCCC[N+]2(C)C)C[C@H]1C	-12	2.0	-2.7	1	0.0	x	0	-0.1	-1
COc1ccc(CSc2nncn2C)cc1F	8	-2.5	-2.2	2	1.0	x	1	0.1	0
CCOC(=O)Cc1csc(NC(=O)Nc2ccc(OC(F)(F)F)cc2)n1	0	-0.3	1.0	-1	1.0	-1.3	-7	-1.4	-2
Cc1ccc(NC(=O)CSc2nc(=O)n(CCCN3CCOCC3)c3c2CCCC3)cc1F	7	-1.5	0.6	0	-0.6	47*	8	-2.1	-1

# In a second layout: results already given.
# Order of values – GDH-TPI inh | Mtb UGM inh | FadD28 binding | FBA Mtb inh | PfHsp40 rescue | BioA inh | BoNT F protease | BoNT A protease | Anthrax LF inh2
> Cn1nnnc1Sc1ncnc2scc(-c3ccc(C(F)(F)F)cc3)c12
→ -1 | 1.9 | -2.0 | 3 | -1.4 | 0.4 | -1 | 0.0 | -1
> CCCCCOc1ccc(OC(=O)c2ccncc2)cc1
→ 4 | 1.2 | 1.3 | 3 | 74* | x | 1 | -0.2 | 2
> COc1ccc(NC2=NCC(=O)N2Cc2cccs2)cc1
→ 2 | 2.2 | 0.8 | 6 | -0.9 | 0.0 | -6 | 1.3 | -2
> CCN(CC(=O)Nc1ccc(Br)cc1F)CC(=O)NC1CCS(=O)(=O)C1 (configuration not stated)
→ -1 | -1.1 | -3.6 | -2 | -0.3 | 1.4 | -5 | 0.6 | -3
> COCCC(=O)N1CCC(Oc2ccc(C(=O)N3CCCCC3COC)cc2)CC1 (configuration not stated)
→ 11 | -1.4 | -2.1 | 3 | -0.1 | 2.2 | -2 | 0.0 | 5
> CN(C)CCCOc1ccc(Cl)cc1Br
→ 15 | -0.1 | -1.8 | 0 | -0.5 | -0.8 | 5 | 0.4 | -2
> CCSc1nnc(-c2ccccc2SC)o1
→ 14 | -0.4 | -1.2 | 4 | -0.9 | x | -7 | -0.4 | -4
> NC(=O)Cc1ccc(C(=O)c2ccc(F)cc2)s1
→ 6 | -1.0 | -2.6 | 2 | -0.6 | x | 4 | -0.8 | 1
> COc1ccc(C(=O)NCC(=O)N/N=C/c2ccco2)cc1OC
→ 6 | 2.5 | 0.9 | 1 | -0.8 | -5.3 | -5 | 1.6 | -2
> C[C@@H]1CC2(CCCC[N+]2(C)C)C[C@H]1C
→ -12 | 2.0 | -2.7 | 1 | 0.0 | x | 0 | -0.1 | -1
> COc1ccc(CSc2nncn2C)cc1F
→ 8 | -2.5 | -2.2 | 2 | 1.0 | x | 1 | 0.1 | 0
> CCOC(=O)Cc1csc(NC(=O)Nc2ccc(OC(F)(F)F)cc2)n1
→ 0 | -0.3 | 1.0 | -1 | 1.0 | -1.3 | -7 | -1.4 | -2
> Cc1ccc(NC(=O)CSc2nc(=O)n(CCCN3CCOCC3)c3c2CCCC3)cc1F
→ 7 | -1.5 | 0.6 | 0 | -0.6 | 47* | 8 | -2.1 | -1

# Next part.
structure	GDH-TPI inh	Mtb UGM inh	FadD28 binding	FBA Mtb inh	PfHsp40 rescue	BioA inh	BoNT F protease	BoNT A protease	Anthrax LF inh2
Cc1ccc(C(=O)NCC(=O)OCCCOC(=O)CNC(=O)c2ccc(C)c(C)c2)cc1C	7	4.0	0.2	11	1.9	0.4	0	4.8	0
C[C@@H]([C@@H](O)c1ccccc1)N(C)C(=O)Cc1ccccc1	8	-0.3	-2.9	6	-0.6	0.0	-10	-0.3	-7
C=CCCCCCCCCC(=O)N1CCN(c2cc3c(cc2F)c(=O)c(C(=O)O)cn3CC)CC1	-11	-0.6	-2.8	0	-0.8	-0.5	18	0.4	-6
O=C(N/N=C\c1cccc(Cl)c1)c1ccc(Cn2cccn2)o1	30	1.3	-0.2	-2	0.1	0.6	4	1.2	3
O=C(Nc1ccccc1)c1cc(C2CCCCN2C(=O)CCCc2ccccc2)on1 (configuration not stated)	5	x	-2.7	1	x	-0.2	5	0.2	5
Cn1cnnc1SCCCN1C(=O)c2cccc3cccc(c23)C1=O	13	0.3	-3.3	11	-0.2	x	-9	-0.7	5
CCOc1ccccc1N=Cc1c(O)n(C)c(=O)n(C)c1=O	-4	x	0.2	2	0.1	-1.7	-22	-2.0	-18
Fc1ccccc1CSc1ncnc2c1oc1ccccc12	-15	0.5	-4.5	-4	-0.5	1.0	8	3.3	-1

# Screens as filed in PubChem BioAssay.
